# Compound activity: PubChem BioAssay, National Center for Advancing Translational Sciences (NCATS)
# L3MBTL1 inh = qHTS Assay for the Inhibitors of L3MBTL1; AID 485360, 2010; AlphaScreen L3MBTL1–H3K9me1 peptide binding; Potency, µM (titrated, usually from 57.1 µM), inactives show at the top dose activity, negative = inhibition, usual class: inhibitors; actives 0.66% (n = 230,000); Lethal(3)malignant brain tumor-like protein 1 (Homo sapiens), Q9Y468; active = well fitted inhibition curve with a large enough effect; inconclusive = small, poorly fitted or top-dose-only effect; inactive = no such curve, though single readings can be large or run the other way; note: nearly all actives have a fitted effect of over 60% in size
# Target sequence (Q9Y468 whole entry, looked up): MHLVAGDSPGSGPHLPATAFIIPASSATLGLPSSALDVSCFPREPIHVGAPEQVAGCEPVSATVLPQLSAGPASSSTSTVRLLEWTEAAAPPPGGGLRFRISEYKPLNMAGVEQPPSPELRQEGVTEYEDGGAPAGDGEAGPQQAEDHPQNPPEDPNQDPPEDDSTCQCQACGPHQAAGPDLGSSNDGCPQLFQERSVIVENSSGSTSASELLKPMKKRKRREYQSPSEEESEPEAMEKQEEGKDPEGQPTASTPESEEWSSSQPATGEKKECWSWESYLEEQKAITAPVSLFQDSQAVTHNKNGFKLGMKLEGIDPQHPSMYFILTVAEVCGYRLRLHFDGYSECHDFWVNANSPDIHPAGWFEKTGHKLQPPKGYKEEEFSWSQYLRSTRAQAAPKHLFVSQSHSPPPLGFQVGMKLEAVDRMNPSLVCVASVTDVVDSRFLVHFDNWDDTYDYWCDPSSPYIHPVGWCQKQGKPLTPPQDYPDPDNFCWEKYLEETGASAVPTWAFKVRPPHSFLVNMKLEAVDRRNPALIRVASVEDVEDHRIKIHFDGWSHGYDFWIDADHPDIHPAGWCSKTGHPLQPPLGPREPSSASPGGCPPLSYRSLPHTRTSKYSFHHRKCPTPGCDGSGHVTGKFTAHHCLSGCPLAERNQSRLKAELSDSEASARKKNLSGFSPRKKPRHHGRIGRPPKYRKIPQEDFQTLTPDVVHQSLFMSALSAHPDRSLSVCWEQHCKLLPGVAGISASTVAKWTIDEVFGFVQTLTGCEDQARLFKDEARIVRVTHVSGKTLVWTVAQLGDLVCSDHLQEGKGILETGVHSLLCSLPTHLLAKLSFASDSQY
#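 Displacement of a biotinylated histone H3(1-15) peptide monomethylated at Lys9 (75 nM) from L3MBTL1 (50 nM) was measured by AlphaScreen after a 30 min room-temperature compound incubation; cefsulodin titration served as intraplate control.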
# Starred values were filed as active, the others as inactive; ? = inconclusive; [ ] = dose if it differs, or a comment. % is set by controls: 0 for no effect and ±100 for the full control effect; potency is the fitted concentration of half-maximal effect. A portion of the library; rates above refer to the full screens.
canonical_smiles	L3MBTL1 inh
Cc1ccccc1NC(=O)CSc1nnc(-c2ccco2)n1N	-6.9%
O=C(COC(=O)/C=C/c1ccc(OC(F)F)cc1)NC1CCCC1	10.4%
COc1ccccc1CN(C)C(=O)c1ccc(S(=O)(=O)NCc2ccco2)cc1	-4.7%
CC(C)CCNC(=O)c1cc(S(=O)(=O)N2CCc3ccccc32)cn1C	-23.5%
N#CC1(NC(=O)COc2ccc(C(N)=O)cc2)CCCC1	1.8%
O=C(Nc1cccc(S(=O)(=O)NC2=NCCC2)c1)c1ccccc1F	-1.6%
COc1cccc(CCNS(=O)(=O)CCNC(=O)c2cccc(OC)c2)c1	3.1%
O=C(COc1ccc(Br)cc1)N1CCN(c2ncccn2)CC1	-0.1%
COCc1ccc(C(=O)OC(C)C(=O)Nc2c(C)n(C)n(-c3ccccc3)c2=O)cc1 (stereo unspecified)	-0.8%
Cc1[nH]c2ccccc2c1C(=O)CN1C(=O)NC2(CCCCCC2)C1=O	4.5%
Cn1nnnc1Sc1ncnc2scc(-c3ccc[nH]3)c12	-4.7%
Cc1ccc(S(=O)(=O)NC2CCCCC2)cc1C(=O)N1CCC(C(N)=O)CC1	-10.6%
COc1ccc(Br)cc1CNc1ccccc1	2.6%
O=C(Cc1c(O)c2ccccc2oc1=O)c1ccc(F)cc1	5.4%
O=C(NNC(=O)c1ccccc1O)c1ccc(S(=O)(=O)Nc2ccccc2F)cc1	0.5%
COc1ccc(-c2nnn(Cc3ccccc3)n2)cc1	35.4%[activator]
COc1ccc([C@H]2CC(=O)C=C(c3cc(C(F)(F)F)cc(C(F)(F)F)c3)C2)cc1	-4.3%
CN(C)C1=NC[C@H](Cc2ccccc2)N1CC1CCCCC1	2.9%
CN1CCN(C(=O)CCN2C(=O)c3ccccc3S2(=O)=O)CC1	-1.2%
CCCCN(C(=O)c1sc2nc3n(c(=O)c2c1C)CCC3)c1c(N)n(CC(C)C)c(=O)[nH]c1=O	1.4%
O=C(NCCc1c[nH]c2ccccc12)c1ccc2nc[nH]c2c1	?
COc1ccc2sc(-c3ccc(N(C)C)cc3)c(C#CC(C)(C)O)c2c1	17.9%
Cc1nn(-c2ccccc2)c(Cl)c1C(=O)OCC(=O)N(C)c1c(N)n(Cc2ccccc2)c(=O)[nH]c1=O	3.9%
Cc1ccc(C)c(OCC(=O)OCC(=O)Nc2c(C)nn(-c3ccccc3)c2C)c1	9.6%
COc1ccccc1N(C)S(=O)(=O)c1ccc(C(=O)Nc2cc(F)ccc2C)cc1	2.4%
Fc1ccc2cc(-c3cccnc3)ncc2c1	6.7%
CC1CCN(C(=O)COC(=O)CCC(=O)c2ccc(Cl)cc2)CC1	2.9%
COc1cc2sc3cc(NCCCN4CCOCC4)ccc3c(=O)c2cc1OC	-2.3%
O=C(COc1coc(CN2CCN(c3ccccc3)CC2)cc1=O)Nc1ccccc1	-16.9%
CSCCC(NS(=O)(=O)c1ccccc1F)C(=O)NCCCn1nc(C)cc1C (stereo unspecified)	5.7%
CC(=O)Nc1ccc(S(=O)(=O)NC2CC(=O)N(c3ccc(C)c(C)c3)C2)cc1 (stereo unspecified)	-2.4%
Cn1cnnc1SCC(=O)NCCC1=CCCCC1	-1.6%
CCOc1cc(N2CCOCC2)c(OCC)cc1NC(=O)C(C)Oc1ccccc1 (stereo unspecified)	-26.4%
O=C1ON=C(c2ccccc2[N+](=O)[O-])/C1=C/c1cccc([N+](=O)[O-])c1O	4.8%
O=C(c1cn(Cc2ccccc2)nc1-c1ccccc1)N1CCN(c2ccccn2)CC1	-3.7%
O=C(Cc1ccccn1)c1ccccc1	-1.7%
CC(C)(C)OC(=O)Nc1ccc([C@@H](NC(=O)OC(C)(C)C)C(=O)OC(C)(C)C)cc1	6.4%
CC1(C)CC[C@]2(C(=O)O)CC[C@]3(C)C(=CC[C@@H]4[C@@]5(C)CC[C@H](O[C@@H]6O[C@H](C(=O)O)[C@@H](O)[C@H](O[C@@H]7OC[C@H](O)[C@H](O)[C@H]7O)[C@H]6O)C(C)(C)[C@@H]5CC[C@]43C)[C@@H]2C1	-1.2%
Cc1cccc([C@H](NC(=O)OC(C)(C)C)C(=O)OC(C)(C)C)c1	5.0%
CCN(CC(=O)Nc1c(F)cccc1F)C(=O)c1ccc(-c2ccc(C(C)=O)cc2)o1	-1.8%
O=C(COC(=O)Cc1n[nH]c(=O)c2ccccc12)NNC(=O)c1ccc(Br)cc1	0.0%
COc1ccc(CCNC(=O)CSc2nc(=O)n3cc(C)ccc3n2)cc1OC	9.9%
CC(=O)O[C@H]1C[C@@]2(C)[C@@H](C[C@@H](O)[C@H]3[C@@]4(C)CC[C@@H](O)[C@@H](C)[C@@H]4CC[C@@]32C)/C1=C(\CCC=C(C)C)C(=O)O	-6.2%
Cc1ccccc1OCCC(=O)OCC(=O)NCCc1ccc(S(N)(=O)=O)cc1	-3.1%
Cc1noc(C)c1COc1ccccc1C(=O)N1CCN(S(=O)(=O)c2ccccc2F)CC1	16.3%
COc1ccc(F)cc1S(=O)(=O)NCC(c1ccco1)N1CCc2ccccc2C1 (stereo unspecified)	-10.1%
O=C(CSc1nnc(C2CC2)n1-c1ccccc1)N1CCNC1=O	-2.1%
Cn1cnc(C(=O)NCc2ccccc2)c1C(=O)NCc1ccccc1	3.6%
O=C(OCc1ccccc1)c1cc(S(=O)(=O)N2CCCCC2)ccc1N1CCOCC1	1.8%
COc1ccccc1N1CCN(C(=O)CSc2nnnn2C2CC2)CC1	4.1%
Cc1n[nH]c(=O)c2c(NC(=O)CSc3ccccc3F)oc(C)c12	5.0%
O=C(NN1C(=O)NC2(CCCCC2)C1=O)c1ccc(Cl)s1	3.3%
COc1ccc2c3n(nc2c1)CCN=C3c1ccc(Cl)cc1	12.8%
CC(=O)Nc1ccc(S(=O)(=O)Nc2nc3ccccc3nc2N2CCOCC2)cc1	10.6%
CCCCn1c(N)c(N(CCOC)C(=O)CSc2nnc(-c3ccc(F)cc3)n2N)c(=O)[nH]c1=O	1.1%
CN(C)C(CNC(=O)c1ccc(S(=O)(=O)Nc2ccccc2)cc1)c1ccco1 (stereo unspecified)	-0.7%
COc1ccccc1NS(=O)(=O)c1ccc(C(=O)NCc2ccncc2)cc1	7.8%
CN(C(=O)c1cccc(NC(=O)Cc2cccc([N+](=O)[O-])c2)c1)C1CCC1	-5.9%
Cn1ccsc1=NC(=O)c1cc(S(=O)(=O)N2CCOCC2)ccc1F	3.3%
O=C(COC(=O)/C=C/c1ccc(OC(F)F)cc1)Nc1ccc(N2CCOCC2)cc1	1.4%

# Next entries follow.
canonical_smiles	L3MBTL1 inh
C=C[C@H]1[C@H](O[C@@H]2O[C@H](CO)[C@@H](O)[C@H](O)[C@H]2O)OC=C2C(=O)OCC[C@]21O	2.9%
CCNC(=O)N(CC)C[C@H]1N[C@@](C)(C(=O)OC)[C@H]2C(=O)N(C)C(=O)[C@@H]12	12.3%
O=C(COC(=O)COc1ccc(Cl)cc1)NCCNC(=O)COC(=O)COc1ccc(Cl)cc1	-4.4%
COc1cc(C(=O)NCc2cccs2)ccc1OCc1c(C)noc1C	3.9%
CC(=O)c1cccc(OCC(=O)N(Cc2ccco2)c2c(N)n(Cc3ccccc3)c(=O)[nH]c2=O)c1	2.8%
C[C@@H]1O[C@@H](O[C@@H]2C(=O)c3c(O)cc(O)cc3O[C@H]2c2ccc(O)c(O)c2)[C@H](O)[C@H](O)[C@H]1O	-5.2%
COc1cc(NC(=O)CSC(=S)N2CCCC2)c(OC)cc1Cl	-5.3%
CCN(CC(=O)Nc1ccc(NC(C)=O)cc1)C(=O)c1ccc2c(c1)OCO2	4.4%
CCC(C)N(C(=O)COc1ccccc1C#N)C1CCS(=O)(=O)C1 (stereo unspecified)	0.0%
O=C(COC(=O)CNC(=O)c1ccccc1)NCCNC(=O)COC(=O)CNC(=O)c1ccccc1	5.5%
COc1ccc(CCC2(C)NC(=O)N(C(C)C(=O)N3c4ccccc4CC3C)C2=O)cc1 (stereo unspecified)	31.4%[activator]
CCCCCCCCCC(=O)N[C@@H]1c2cc(OC)c(OC)cc2C[C@H]1OCc1ccccc1	2.5%
O=C(Cc1c(F)cccc1Cl)NCC(=O)OCc1ccccc1	7.7%
CCN(CC(=O)Nc1c(F)cccc1F)C(=O)CCNC(=O)c1ccc([N+](=O)[O-])cc1	2.1%
O=C(c1ccc(F)cc1)C1CCN(C(=S)Nc2ccc(F)cc2)CC1	-2.8%
COc1cccc(NC(=O)c2cccc(Cl)c2)c1	15.3%
COc1ccc(NC(=O)CN2C(=O)NC(CC(C)C)C2=O)cc1S(=O)(=O)N1CCOCC1 (stereo unspecified)	-2.4%
C=CCc1cccc(CNn2cnnc2)c1O	?
C[C@H](CO)N1C[C@H](C)[C@@H](CN(C)C(=O)Nc2ccccc2)Oc2ccc(NC(=O)CCC(F)(F)F)cc2C1=O	2.6%
Cn1cnnc1SCC(=O)NNC(=O)c1ccc([N+](=O)[O-])cc1	-4.6%
CC[C@]12c3[nH]c4ccccc4c3CCN1C(=O)C(CC(=O)NC/C=C(\C)CCC=C(C)C)C[C@@H]2C(=O)N1CCN(C(=O)c2ccco2)CC1 (stereo partly specified)	-5.6%
CCN(C(=O)COC(=O)/C=C/c1ccco1)C1CCCCC1	?
O=C(O)c1ccc(NC(=O)C(c2ccccc2)c2ccccc2)cc1	11.5%
Cc1ccc(C)c(S(=O)(=O)N2CCCC2CNC(=O)C(=O)NCCN2CCOCC2)c1 (stereo unspecified)	-3.1%
O=C(c1ccc(NS(=O)(=O)c2ccc3[nH]c(=O)[nH]c3c2)cc1)N1CCCC(C(F)(F)F)C1 (stereo unspecified)	1.8%
COC(=O)C1CCN(C(=O)COc2ccc(N(C)S(=O)(=O)c3ccc(C)cc3)cc2)CC1	-1.3%
Fc1ccc(CN2CCN(c3ncccn3)CC2)c(F)c1	-1.0%
COc1ccc(C(CNC(=O)c2ccc(OCc3ccccc3)cc2)N2CCOCC2)cc1 (stereo unspecified)	-2.8%
Cc1ccc(NC(=O)CN(C)C(=O)CSc2nnc(C)s2)cc1	4.2%
Cc1nc(Cc2nnc(SC(C)C(=O)N3c4ccccc4NC(=O)C3(C)C)o2)cs1 (stereo unspecified)	-4.2%
Cc1csc2nc(COC(=O)c3cccc(N(C)C)c3)cc(=O)n12	-13.6%
CCc1ccccc1Nc1nc(N)nc(COC(=O)CCNS(=O)(=O)c2ccccc2)n1	-3.7%
CN(C(=O)COC(=O)c1cccs1)c1c(N)n(Cc2ccccc2)c(=O)[nH]c1=O	4.2%
COc1ccccc1N1CCN(S(=O)(=O)CCNC(=O)c2cccc(F)c2)CC1	1.3%
CCn1c(=O)c2sccc2n(Cc2cc(C(=O)OC)ccc2OC)c1=O	-2.0%
O=C(CSc1nnc(-c2ccc(Cl)cc2)o1)NNC(=O)c1ccncc1	22.3%
CCN(C(=O)c1cc(S(=O)(=O)N2CCCC2)ccc1C)C1CCS(=O)(=O)C1 (stereo unspecified)	-0.6%
Cc1ccc(SCC(=O)Nc2ccc(N3CCOCC3)cc2)cc1C	-1.0%
N#Cc1ccc(C(=O)OCC(=O)Nc2cccc(S(=O)(=O)N3CCCCC3)c2)cc1	-3.8%
CCOc1ccc(CN(C)C(=O)CN2C(=O)NC3(CCCc4ccccc43)C2=O)cc1 (stereo unspecified)	2.6%
COc1ccccc1NC(=O)c1ccc(Cl)c(S(=O)(=O)NCc2ccco2)c1	0.8%
CCOc1ccc(N2CC(C(=O)NCC(=O)Nc3ccc(F)c(F)c3F)CC2=O)cc1 (stereo unspecified)	2.1%
C=CCN1C(=O)c2ccc(C(=O)N(C)CC(=O)Nc3ccc(Br)cc3C)cc2C1=O	7.6%
COc1ccc(C(C)=O)cc1CC(=O)Nc1cccc(S(=O)(=O)N2CCOCC2)c1	-1.1%
CCOc1ccc(S(=O)(=O)Nc2cccc(C(=O)NCC3CCCO3)c2)cc1 (stereo unspecified)	10.1%
CN(CC(=O)Nc1cccc(F)c1)CC(=O)Nc1cccc2ccccc12	11.1%
Cc1ccc(S(=O)(=O)NCCC(=O)N2CC(C)OC(C)C2)cc1 (stereo unspecified)	-1.7%
CCOC(=O)CCCCCC(=O)Nc1ccc2c(c1)CC(=O)N([C@H](C)CO)C[C@H](C)[C@H](CN(C)S(=O)(=O)c1ccc(OC)cc1)O2	-0.8%
COc1ccc(NC(=O)CN(C)C(=O)c2sc3ccccc3c2Cl)cc1	-11.4%
CC(C)NC(=O)Nc1ccc2c(c1)C(=O)N([C@H](C)CO)C[C@H](C)[C@@H](CN(C)S(C)(=O)=O)O2	-1.7%
COc1ccc(CNC(=O)COC(=O)CCOc2ccc(C)cc2)cc1OC	0.7%
CC(=O)Nc1ccc(S(=O)(=O)N2CCC(NC(=O)c3ccccc3)CC2)cc1	42.8%[activator]
